UTI89 phage lysis: protection from phage-mediated lysis, alamar blue read-out – E. coli UTI89, K1F phage, bacterial capsule biogenesis inhibitors (AID 488966); E. coli UTI89 K1F phage lysis, alamar blue, 2 h; higher % means a stronger effect; inhibition, % at 100 µM; hits with a dose series show IC50 in µM; hit rate 0.02% among 340,000;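 active means phage lysis inhibition, versus mean bacterial control, above a set limit; inconclusive means no clear call, values can overlap the other calls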;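 further: capsule biogenesis inhibitors block K1F phage lysis so surviving cells raise fluorescence; higher fluorescence means more inhibition of phage lysis; actives were called in the ten point dose series up to 300 µM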
NTR1 agonist: agonists of NTR1, primary screen, imaging, U2OS cells, beta-arrestin-GFP, high content (AID 493036). P30989. NTR1-U2OS beta-arrestin-GFP spot imaging, agonist mode. activation, % at 20 µM. hit rate 0.17% among 330,000;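 active means activation at or above 40% of the spot to cytoplasm intensity ratio, with at least 20 cells analyzed; inconclusive means wells under 20 cells, flagged as cytotoxic or low count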;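 further: 0% = DMSO without peptide and 100% = 100 nM NTR1 peptide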
Target sequence (P30989 whole entry, looked up): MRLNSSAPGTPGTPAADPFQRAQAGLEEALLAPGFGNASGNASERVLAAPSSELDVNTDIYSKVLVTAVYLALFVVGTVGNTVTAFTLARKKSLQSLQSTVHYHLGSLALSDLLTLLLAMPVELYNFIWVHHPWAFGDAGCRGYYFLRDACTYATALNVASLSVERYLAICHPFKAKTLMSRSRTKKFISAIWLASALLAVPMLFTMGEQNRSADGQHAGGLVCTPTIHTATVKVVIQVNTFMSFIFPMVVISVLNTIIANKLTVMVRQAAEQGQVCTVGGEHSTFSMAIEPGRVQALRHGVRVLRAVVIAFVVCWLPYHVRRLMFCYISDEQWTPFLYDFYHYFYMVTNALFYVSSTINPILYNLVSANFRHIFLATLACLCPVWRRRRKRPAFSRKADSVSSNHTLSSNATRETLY
Myeloid diff MLP: promotes myeloid progenitor differentiation | ER-HoxA9 myeloid progenitors, lysozyme-GFP differentiation, flow cytometry | calls only at 10 µM | hit rate 1% among 360,000;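 active means normalized GFP-positive differentiation at or above the plate's own cutoff, the solvent-only control mean plus 3 SD; inconclusive means no clear call, values can overlap the other calls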;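 further: cells exposed to compound for four days before flow analysis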
MgcRacGAP inhibition: MgcRacGAP GTPase-activating activity inhibitors, confirmation, biochemical, ADP Hunter fluorescence; one-dose inhibition, % at 30 µM; IC50 in µM for titrated hits; MgcRacGAP-stimulated Rac1 GTP hydrolysis, ADP Hunter fluorescence; higher % means a stronger effect; GST-tagged Rac1 F28L mutant substrate; hit rate 0.6% among 340,000; AID 624330;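 active means first-screen hits whose inhibition reached a set limit at any dose in the follow-up dose series; inconclusive means inhibition above the set first-screen limit but never retested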;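 further: fluorescence reports GDP produced by GAP-driven GTP hydrolysis; strong numbers were not always called active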
RSV CPE inhibition: RSV antiviral activity via CPE protection, HEp-2 cells, primary 10 µM value included (AID 2391); HEp-2 cells, RSV-induced CPE inhibition; higher % means a stronger effect; CPE inhibition, % at 10 µM; hits with a dose series show IC50 in µM; hit rate 0.13% among 310,000; in the data active means a potency from the dose series; inconclusive means CPE inhibition mostly from about 23% at the one dose, without a potency; inactive means the rest, 99 in 100 with CPE inhibition below about 21%; further: strong numbers were not always called active
Large T inhibition: SV40 large T antigen inhibitors, biochemical (AID 1903); SV40 large T antigen ATPase/helicase inhibition assay; higher % means a stronger effect; hit rate 0.39% among 310,000; inhibition, % at 20 µM, or IC50 in µM where a hit was titrated; in the data active means a potency from the dose series; inconclusive means inhibition mostly from about 32% at the one dose, without a potency; inactive means the rest, 99 in 100 with inhibition below about 32%; further: strong numbers were not always called active
TNAP activation fold: stimulation of alkaline phosphatase TNAP activity – biochemical, luminescent, no phosphate acceptor, uHTS, primary screen (AID 1001); purified TNAP, luminescent activation assay, no phosphate acceptor; higher activation fold means a stronger effect; activation fold at 20 µM, or EC50 in µM where a hit was titrated; hit rate 0.03% among 200,000; in the data active means activation fold from about 3, or a potency from the dose series; inactive means the rest, 99 in 100 with activation fold below about 1.6; further: many of its hits are not listed in these tables
T cell HTS: T cell immune modulators affecting CD8 T cell-vesicle binding. 2C CD8+ T cell-vesicle binding, flow cytometry; hits give low values. calls only at 7 µM. hit rate 0.068% among 330,000;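 active means response, share of CD8 T cells binding vesicles, and their 90th percentile fluorescence all below set limits, cut at about 80% in these data, passing the limit was not always enough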
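Material: murine 2C transgenic CD8+ T lymphocytes / Also added: QL9-peptide-loaded Drosophila micro-vesicles bearing Ld, ICAM-1 and B7-1 / Schedule: binding step 1.5 h, 37 °C, antibody labelling 20 min, ice / Signal: flow cytometry, PE anti-B7-1 (FL2) versus Alexa647 anti-CD8 (FL8), PFA-fixed / Evaluation: percent CD8+ FL2 mean versus row control / Benchmarks: naked versus QL9-loaded vesicles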
PhoP inhibition: PhoP-dependent GFP reporter repression – Salmonella Typhimurium, primary screen (AID 1863); inhibition, % at 50 µM, or IC50 in µM where a hit was titrated; hit rate 0.16% among 300,000; S. Typhimurium PhoP-regulated promoter GFP reporter, 4 h; higher % means a stronger effect;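 active means inhibition over 29.93%, a cutoff 3 SD above the screen mean, later confirmed by dose response; inconclusive means inhibition over 29.93% but no dose response follow-up; inactive means inhibition at most 29.93% or unconfirmed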;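 further: 0% = low Mg2+ inducing control and 100% = high Mg2+ repressing control; strong numbers were not always called active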
T cell HTS vesicle-bound %: also measured in T cell HTS; calls as there; double positive events, %; measured here: CD8+ vesicle-bound cell fraction;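 binding gate set so that unloaded-vesicle control wells show 10% double positive cells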
NTR1 agonist cell count 20 µM: second read-out of NTR1 agonist, no call of its own (marks repeat the call); cell count; measured here: cell count, cytotoxicity flag
Myeloid diff MLP GFP+ MAC1+ %: further read-out of Myeloid diff MLP, marked with its call; GFP+ MAC1+ double positive, %; measured here: differentiation confirmed by MAC1 staining
* = called active by the depositor; i = inactive; ? = inconclusive; nt = not tested or not shown; [ ] = remark or other dose.

Values in the order – NTR1 agonist, UTI89 phage lysis, MgcRacGAP inhibition, TNAP activation fold, NTR1 agonist cell count 20 µM, Large T inhibition, PhoP inhibition, T cell HTS vesicle-bound %, T cell HTS, RSV CPE inhibition, Myeloid diff MLP GFP+ MAC1+ %, Myeloid diff MLP
- CC(=O)OCC(=O)[C@@]1(O)CC[C@H]2[C@@H]3CCC4=CC(=O)C=C[C@]4(C)[C@H]3C(=O)C[C@@]21C
    -0.2, 1.6%[50 µM], 0%, nt, 89, 2%, 1%, 15, i, 1.8%, 0.5, i
- COc1ccc(CCNC(=O)c2c[nH]c3ccccc3c2=O)cc1OC
    0.7, 0.8%, 7%, 1, 90, 0%, -8%, 11, i, 1.4%, 0.8, i
- O=[N+]([O-])c1cccc(N(CC2CO2)S(=O)(=O)c2ccccc2)c1 (stereo not given)
    1.4, 0.1%, 10%, nt, 50, 5%, 4%, 44, i, 0.3%, 2.1, i
- Cc1cccc(C)c1Nc1nnc(SC(C)C(=O)Nc2c(C)n(C)n(-c3ccccc3)c2=O)s1 (stereo not given)
    -0.1, 0.3%, 12%, 1.1, 85, 6%, -6%, 42, i, 2.3%, 0.2, i
- CC(C)NC(=O)C1=NN(c2ccccc2)C(=O)CC1
    -0.3, -0.3%, nt, nt, 94, 16%, -1%, 40, i, 1.4%, 0.4, i
- O=C(Cn1ncc2c([nH]c3ccccc32)c1=O)NCCc1ccccc1
    -0.9, -0.4%, nt, nt, 30, 15%, -10%, 18, i, 1.1%, 3.1, i
- COC(=O)c1[nH]c(=O)c2ccccc2c1OCc1ccccc1
    1.8, 0.9%, 9%, 1.1, 80, 3%, -3%, 28, i, 1.3%, 0.3, i
- O=C(N/N=C/c1ccc[nH]1)c1cccc([N+](=O)[O-])c1
    0.3, 2.4%[50 µM], 10%, 1.1, 72, 4%, 2%, 34, i, 1.7%, 0.7, i
- NC(=O)c1ccccc1[N+](=O)[O-]
    -1.9, -0.8%, 9%, nt, 55, nt, nt, 27, i, 1.2%, 1.7, i
- Cc1ccccc1NC(=O)CSc1nnc2ccc(-c3cccnc3)nn12
    2.0, 0.8%[50 µM], 4%, nt, 51, 8%, -9%, 40, i, 1.2%, 0.7, i
- O=C1CC(N(O)c2ccccc2)C(=O)N1c1ccc(Cl)c(Cl)c1 (stereo not given)
    1.5, 1.2%, 9%, nt, 54, 11%, -13%, 31, i, nt, 0.5, i
- COc1cc(C)nc(N2CCC(C(=O)NCC3CCCO3)CC2)n1 (stereo not given)
    -1.1, 2.7%[50 µM], 4%, nt, 69, 8%, 10%, 25, i, -0.7%, 1.0, i
- COc1ccc2c(-c3ccccc3)cc(=S)[nH]c2c1
    1.9, 0.0%, 5%, nt, 81, 7%, -2%, 43, i, 19%, 0.4, i
- Cc1ccc(OCC(=O)NC2=NCCS2)cc1
    -1.1, 1.2%, 16%, 1.1, 22, 5%, 9%, 10, i, -0.3%, 0.8, i
- CC(NC(=O)CCc1nnc(-c2ccccc2)o1)c1ccccc1 (stereo not given)
    -1.0, 0.3%, 11%, 1, 63, 7%, 6%, 22, i, -0.2%, 0.4, i
- CCOC(=O)CC1C(=O)NCCN1S(=O)(=O)c1ccc(Cl)c(Cl)c1 (stereo not given)
    -0.8, 0.1%, 7%, 1, 91, 8%, 2%, 38, i, 2.7%, 0.5, i
- CC(C)(C)c1cc(N2CCOCC2)n2ncc(-c3ccc(Cl)cc3)c2n1
    4.4, -0.1%, 2%, nt, 81, 7%, 10%, 36, i, 3.4%, 0.3, i
- CC(C)(O)C#Cc1ccc(C(=O)NCCC(=O)O)s1
    1.0, -0.7%, 1%, 1.1, 38, 5%, 0%, 55, i, 0.2%, 0.2, i
- O=C1NN(c2ccc(Cl)c(Cl)c2)C(=O)/C1=C/c1ccc(-c2ccccc2C(=O)O)o1
    -0.5, -1.1%[50 µM], ?, nt, 50, 28%, -8%, 21, i, 0.5%, 0.6, i
- Oc1ccc(COCc2ccccc2)c2cccnc12
    2.5, 0.4%, 17%, 1.1, 49, 6%, -2%, 36, i, 1.0%, nt, ?
- Cc1ccc(C(=O)n2c(-c3ccccc3)cnc2SCC(=O)Nc2ccc(C)cc2C)cc1
    0.7, -1.6%, 8%, 1, 46, 7%, -23%, 43, i, 1.6%, 0.2, i
- OCCC1CN(Cc2ccc3nonc3c2)CCN1Cc1ccsc1 (stereo not given)
    0.0, 4.7%, -12%, 1, 61, nt, nt, 24, i, -1.8%, 0.5, i
- CC(=O)CSc1nnc2c3ccccc3nc(C(C)(C)C)n12
    -1.0, 0.0%, 3%, 1.1, 34, 15%, -5%, 46, i, 4.3%, 1.1, i
- CCOC(=O)C1=C(CC)Nc2ccccc2N/C1=N\S(=O)(=O)c1ccccc1F
    1.4, 1.1%[50 µM], 0%, nt, 55, nt, nt, 36, i, 1.0%, 0.4, i
- O=C(CNc1ccccc1N1CCCC1=O)Nc1cc(Cl)ccc1-n1cncn1
    -0.4, 0.8%[50 µM], -3%, nt, 54, nt, nt, nt, nt, nt, 0.9, i
- CC(=O)N1CCc2cc(S(=O)(=O)CCC(=O)NCCc3ccc(Cl)cc3)ccc21
    0.6, 0.3%, 13%, nt, 69, 4%, 6%, 46, i, 7.1%, 0.8, i
- CCOCCCNC(=O)C1CCN(S(=O)(=O)N2CC(C)CC(C)C2)CC1 (stereo not given)
    0.3, 0.4%, 2%, 0.9, 48, -2%, -1%, 23, i, -0.1%, 3.6, i
- Cc1ccc(S(=O)(=O)N2CCN(S(=O)(=O)N(C)C)CC2)c(C)c1
    -0.4, 4.2%, 4%, 1.1, 41, 3%, -3%, 2, i, 7.1%, 1.7, i
- COc1cccc(C(=O)OCC(=O)Nc2ccc3c(c2)OCCO3)c1
    -0.1, 0.9%, -1%, nt, 49, nt, nt, 24, i, nt, 0.2, i
- CCN1C(=O)/C(=C2/C=CC=CN2C)SC1=S
    -2.1, -1.3%, 11%, 0.8, 75, 25%, 5%, 54, i, -1.1%, 1.8, i
- O=C(CSc1n[nH]c(-c2cccs2)n1)N1CCN(S(=O)(=O)c2ccccc2)CC1
    1.3, 0.1%, 9%, 0.9, 74, 3%, -4%, 24, i, -1.6%, 0.6, i
- Cc1ccc(S(=O)(=O)NCCC(c2ccccc2)c2ccccc2)cc1C(=O)O
    0.4, 0.4%, 6%, 1.1, 52, -8%, 5%, 24, i, 1.4%, 0.6, i
- O=C(COc1ccccc1)N1CCN(C(=O)c2ccco2)CC1
    1.4, 5.1%, 1%, 1, 44, 22%, -4%, 14, i, 0.5%, 7.1, i
- O=C(NCCc1ccc(F)cc1)c1ccncc1
    0.6, -1.0%[50 µM], 0%, nt, 62, 22%, -2%, 22, i, 1.0%, nt, ?
- COc1ccc(Cl)cc1S(=O)(=O)N1CCN(C(=O)c2n[nH]c(=O)c3ccccc23)CC1
    1.2, -1.3%, 2%, nt, 53, nt, nt, 56, i, nt, 0.9, i
- CCOc1cc(C(=O)NC(C)Cc2cccs2)cc(OCC)c1OCC (stereo not given)
    -0.3, -0.3%, -4%, 1.2, 67, -2%, -1%, 43, i, 1.8%, 0.6, i
- Cc1ccccc1Nc1ncnc2c1cnn2C
    0.1, 1.0%, 12%, nt, 38, 18%, 4%, 52, i, 1.0%, 0.6, i
- O=[N+]([O-])c1ccc(C(=S)N2CCCC2)cc1
    2.1, -0.1%, 15%, 1.1, 56, -2%, 11%, 62, i, 2.7%, 0.2, i
- O=C(CN1CCN(Cc2ccccc2F)CC1)Nc1ccccc1Cl
    -1.1, 0.2%, 10%, nt, 86, -15%, -1%, 39, i, -0.3%, 0.4, i
- CCOC(=O)/C(C#N)=C(/C)c1ccc(OC)cc1
    -0.4, 0.7%, 3%, 1.2, 50, 3%, -6%, 29, i, 5.2%, 0.9, i
- Cc1ccc(CNc2cc(C(=O)O)ccc2Cl)s1
    -1.1, -1.9%, -3%, nt, 63, 19%, -3%, 10, i, 1.8%, 0.5, i
- Cc1c(C)c2ccc(OCC(=O)NCCc3c[nH]c4ccccc34)c(C)c2oc1=O
    18, 4.3%, 4%, nt, 95, nt, nt, 28, i, 2.2%, 2.5, i
- COc1ccccc1/C=C/C(=O)OCCN1C(=O)c2ccccc2C1=O
    0.1, -0.2%, 0%, nt, 43, 7%, 8%, 5, i, 6.9%, 1.1, i
- Cc1[nH]n(C(N)=S)c(=O)c1N=Nc1ccc([N+](=O)[O-])cc1Cl
    0.9, -0.2%[50 µM], nt, nt, 83, 15%, 4%, 42, i, 5.0%, 0.6, i
- c1ccc(-c2cnc(CSc3ncnc4sccc34)o2)cc1
    -0.4, -0.2%, 1%, 1.1, 82, 4%, -1%, 49, i, 0.0%, 1.3, i
- CC(CCc1ccccc1)NC(=O)c1cnc(Cl)c(Cl)c1 (stereo not given)
    -0.2, 0.1%, 6%, nt, 72, 6%, 11%, 28, i, 1.4%, 0.5, i
- Cc1ccc(-c2cc(C(F)F)nc(NCC3CCCO3)n2)cc1 (stereo not given)
    3.7, -0.4%, 1%, 1, 73, 4%, 10%, 17, i, ?, 0.5, i
- COc1ccc2nc(-c3ccc(N)cc3)[nH]c2c1
    1.0, 0.4%, 19%, 1.1, 55, 25%, -22%, 20, i, -0.1%, 1.0, i

High-throughput results as filed in PubChem BioAssay.
